Source: PubChem
sgs1 mgt1: NCI yeast anticancer drug screen, S. cerevisiae sgs1 mgt1 strain; actives 10% (n = 78,000); AID 161; % growth inhibition at 50 µM;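 further: 0% = growth of vehicle-only cultures of the same strain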
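Growth of a repair-deficient yeast mutant was monitored after compound treatment and expressed as inhibition relative to vehicle-treated cultures.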
rad50: NCI yeast anticancer drug screen, S. cerevisiae rad50 strain | actives 10% (n = 79,000) | AID 155 | % growth inhibition at 50 µM;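 further: 0% = growth of vehicle-only cultures of the same strain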
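Inhibition values express reduced yeast growth in compound-treated cultures relative to vehicle-treated controls.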
bub3: NCI yeast anticancer drug screen, S. cerevisiae bub3 mutant strain | AID 167 | % growth inhibition at 50 µM | actives 9.9% (n = 78,000);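 further: 0% = growth of vehicle-only cultures of the same strain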
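Screening used yeast with an engineered genetic alteration affecting cell cycle control. Compound-exposed cultures were compared with vehicle cultures, and reduced growth was taken as inhibition.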
cln2 rad14: NCI yeast anticancer drug screen, S. cerevisiae cln2 rad14 strain; % growth inhibition at 50 µM; actives 8.3% (n = 78,000); AID 165;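 further: 0% = growth of vehicle-only cultures of the same strain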
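cln2 rad14 yeast strain; compound exposure; growth inhibition read vs vehicle controls.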
mlh1 rad18: NCI yeast anticancer drug screen, S. cerevisiae mlh1 rad18 strain. % growth inhibition at 50 µM. actives 11% (n = 79,000);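 further: 0% = growth of vehicle-only cultures of the same strain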
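A repair-deficient yeast strain is exposed to test compound, and growth is scored relative to vehicle-treated controls.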
mec2-1: NCI yeast anticancer drug screen, S. cerevisiae mec2-1 strain; % growth inhibition at 50 µM; actives 9% (n = 79,000); AID 157;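 further: 0% = growth of vehicle-only cultures of the same strain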
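Strain: mec2-1 (DNA repair/cell cycle alteration). Compound exposure, then growth measured; inhibition expressed relative to vehicle.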
Active calls of the source: *; · = no result given; & = joins results of further samples. No stated cut-off is given here; in the data, active means growth inhibition above about 70%; inactive means the rest.

# | Structure | sgs1 mgt1 | rad50 | bub3 | cln2 rad14 | mlh1 rad18 | mec2-1
1 | CC(C)NC1c2ccccc2CC1O (centres undefined) | -8 | -15 | -27 | -36 | 4 | -20
2 | NC(=O)O/N=C/c1ccc(Cl)cc1 | -13 | 3 | 17 | 10 | 10 | -17
3 | O=C1C(c2ccccc2)CS(=O)(=O)CC1c1ccccc1 (centres undefined) | 57 | 14 | -8 | 7 | 13 | 3
4 | NC(=O)c1c(Cl)nc(-c2cccc([N+](=O)[O-])c2)c([N+](=O)[O-])c1C(F)(F)F | 31 | 22 | 27 | 15 | 16 | 10
5 | O=C(/C=C/c1cccc2ccccc12)c1ccc(Cl)cc1 | · | 83* | · | · | 80* | 75*
6 | O=C(Oc1ccccc1)c1ccccc1C(=O)Oc1ccccc1 | 28 | 56 | 57 | -55 | 44 | 17
7 | Cc1ncc(CO)c(CO)c1OCC(O)CN1CCN(c2ccc(F)cc2)CC1 (centres undefined) | -8 | -16 | -7 | -41 | 0 | -3
8 | CCOC(=O)/C=C(/Cl)C(=O)OCC | 100* | 99* | 99* | 99* | 99* | 99*
9 | O=C(O)c1ccc(Cl)c(C(=O)O)c1 | 27 | 14 | -12 | 3 | 12 | 5
10 | CC1(C)OC[C@@H](N)[C@@H](O)CO1 | 0 | -9 | 1 | -32 | 2 | 13
11 | COC(=O)CCCCl | -38 | -51 | -21 | 8 | -16 | -56
12 | C/C(=C\CNc1ncnc2c1ncn2C1CCCCO1)COP(=O)(O)O (centres undefined) | 20 | 20 | -5 | 22 | 28 | 6
13 | O=C(CCC(=O)Nc1ccc(Cl)c(Cl)c1)Nc1ccc(Cl)c(Cl)c1 | 49 | 51 | 78* | 39 | 63 | 47
14 | O=C1c2cc(F)ccc2-c2c(F)ccc(F)c21 | 28 | 38 | 24 | 11 | 24 | 9
15 | c1ccc2c(c1)ccc1c3ccccc3ccc21 | 14 | 14 | 24 | 26 | 18 | 11
16 | Cc1cccc(CCSCCc2cccc(C)[n+]2[O-])[n+]1[O-] | -1 | 20 | 1 | 17 | 2 | -2
17 | N#CC(C(=O)C(=O)Nc1ccc(Cl)cc1)c1c(Cl)cccc1Cl (centres undefined) | 29 | 56 | 8 | -22 | 25 | 8
18 | CCCCCCc1cccc(C)n1 | -11 | -12 | 7 | -83 | -18 | -3
19 | N#CCC[N+]1([O-])CCCC1C(=O)O (centres undefined) | -17 | -5 | 11 | -28 | 6 | -1
20 | O=C(Nc1ccc(Cl)cc1Cl)c1cc2nc3ccccc3c(=O)n2c2ccccc12 | 12 | 30 | 17 | 8 | 31 | 14
21 | Cc1ccc(/C=C2/Sc3scc(-c4ccccc4)[n+]3C2=O)cc1 | 12 | -2 | 23 | 17 | -3 | 17
22 | CCOC(=O)c1c(-c2ccc(Cl)cc2)c(C#N)c(=S)n(C2OC(COC(C)=O)C(OC(C)=O)C(OC(C)=O)C2OC(C)=O)c1C (centres undefined) | -2 | 0 | 18 | 24 | 6 | -9
23 | Nc1cc2c3c(cccc3c1)NC2=O | 18 | 47 | -2 | 11 | -13 | 14
24 | NC(N)=Nc1ccccc1OC1OC(CO)C(O)C(O)C1O (centres undefined) | 3 | -12 | -7 | -50 | -2 | 16
25 | CCCCCCCCC1(C(=O)OCCN(CC)CC)CCCCC1 | 100* | 100* | 99* | 100* | 100* | 100*
26 | NC(=S)N1CCCCC1 | 2 | -5 | 7 | -2 | 4 | -6
27 | COc1cc2c(c(Cl)c1Cl)NC(=O)C2=O | -7 | 5 | 8 | 8 | 9 | -2
28 | O=c1[nH]c2c([N+](=O)[O-])cc(Cl)cc2nc1/C=C(\O)c1ccccn1 | 49 | 52 | 12 | 37 | 79* | 6
29 | CC(=O)N1CN2C(=O)CCC2c2cc(C)ccc21 (centres undefined) | -3 | 10 | 1 | 8 | -57 | 15
30 | CCCNCC1OC(OC)C2OC(C)(C)OC12 (centres undefined) | -19 | -22 | -10 | 4 | -17 | -6
31 | CCOC(=O)C(=O)NC1CC2OC2CC1c1ccc2c(c1)OCO2 (centres undefined) | 4 | 2 | 4 | 8 | 12 | -4
32 | O=C(O)c1ccccc1-c1ccccc1C(=O)Nc1ccc2c(c1)Cc1ccccc1-2 | 63 | 71* | 83* | 92* | 76* | 74*
33 | Cc1ccoc1 | 6 | 12 | 27 | 12 | 16 | -18
34 | COCOc1ccc(-c2ccc(O)cc2)cc1 | 0 | 11 | 19 | -47 | 5 | 10
35 | CC1(N)CC2CCC1C2 (centres undefined) | 5 | -4 | -21 | -14 | 3 | -1
36 | CCCCCN(CCCCC)C1C(=O)c2ccccc2C1=O | 18 | 68 | 25 | 3 | 38 | 14
37 | CCOC(=O)/C(C#N)=N/Nc1ccc(S(=O)(=O)NC(C)=O)cc1 | 6 | -17 | -3 | 12 | -4 | -10
38 | Cn1/c(=N\NC(=O)c2ccncc2)sc2ccccc21 | 3 | 18 | 18 | 7 | 6 | 8
39 | CC(C)CC1NC(=O)C(Cc2ccccc2)NC(=O)C(Cc2ccccc2)NC(=O)C(NC(=O)C(Cc2ccc(OCc3ccccc3)cc2)NC(=O)OCc2ccccc2)CCNC1=O (centres undefined) | 12 | -1 | 1 | 30 | -4 | -4
40 | O=C(NCc1ccccc1)c1cccc([N+](=O)[O-])c1 | 20 | 5 | 23 | -47 | 16 | 18
41 | CCOC(=O)CNc1nc(Cl)nc(NCC(=O)OCC)n1 | 0 | 3 | 29 | -43 | 1 | -5
42 | COC(=O)CC(CC(=O)OC)N1CC=CC1 | -6 | -13 | 5 | -15 | 32 | 10
43 | Cc1ccc2[nH]cc(C(=O)O)c(=O)c2c1 | 13 | 11 | -2 | 17 | 18 | 15
44 | COc1cnc2cc(C(=O)O)c3ccccc3c2c1 | 13 | 41 | -1 | 23 | 29 | 10
45 | Cc1c(C)c(CC(=O)N2CC2)c(C)c(C)c1CC(=O)N1CC1 | -4 | -23 | 3 | -26 | -36 | 10
46 | COc1ccccc1N/N=c1\c2nc3ccccc3nc1n(-c1ccccc1C)c(=S)n2-c1ccccn1 | 16 | 3 | 1 | -1 | 9 | 5
47 | COc1ccc(C2OCC(C)(C)CO2)cc1 | -14&11 | -7&37 | -4&26 | -40&-19 | -9&23 | -10&16
48 | C=C(C)[C@@H]1CC[C@]2(C(=O)OC)CC[C@]3(C)[C@H](CC[C@@H]4[C@@]5(C)CC[C@H](O)C(C)(C)[C@@H]5CC[C@]43C)[C@@H]12 | -27 | -1 | -34 | -29 | -28 | -2
49 | CCOC(=O)C(C(=O)/C=C\c1ccccc1)(C(c1ccccc1)c1ccccc1)C(c1ccccc1)c1ccccc1 | 5 | -10 | 3 | -39 | 2 | 15
50 | CC(C)CC(NC=O)C(=O)O (centres undefined) | 0 | 11 | 0 | 9 | 8 | 2
51 | CC(=O)/C(=C\c1ccccc1F)C(=O)CCN(C)C | 8 | 8 | 14 | 12 | 28 | 7
52 | COC(=O)C1=CC2C(=O)OC1C1C(=O)NC(=O)C21 (centres undefined) | 1 | 29 | 20 | 2 | 42 | 13
53 | Nc1ccccc1Sc1ccc(C(F)(F)F)cc1[N+](=O)[O-] | 99* | 99* | 99* | 95* | 99* | 99*
54 | O=C(O)c1ccc(Cc2ccccc2C(=O)O)cc1 | -26 | -20 | -27 | -28 | -3 | -14
55 | OCC1OC(n2cnc3c(SCc4ccccn4)ncnc32)C(O)C1O (centres undefined) | -11 | 12 | 10 | 2 | 6 | -5
56 | Brc1ccccc2cc(-c3ccccc3)nc1-2 | 34 | 55 | 37 | 20 | -7 | 30

Continued:
# | Structure | sgs1 mgt1 | rad50 | bub3 | cln2 rad14 | mlh1 rad18 | mec2-1
57 | N=C(N)Cn1cnc2ccccc21 | -10 | -14 | 4 | 15 | -18 | -10
58 | N#Cc1cnc(=S)n(-c2cc(C(F)(F)F)cc(C(F)(F)F)c2)c1N | 16 | 6 | 9 | 12 | 12 | -11
59 | Cc1ccc(C(=O)O)c(O)c1 | -15 | 12 | -26 | -14 | -2 | -2
60 | N#CC1(C#N)C2CCCCC23OC(=N)C1(C#N)C(c1ccco1)O3 (centres undefined) | -29 | 16 | -42 | -17 | -25 | 20
61 | C[N+](C)(C)CCOC(=O)c1cccc(CCl)c1 | 20 | 25 | 7 | -1 | 16 | 33
62 | O=C(Nc1cccc(Cl)c1)c1ccc(Cl)cc1 | 8 | 3 | 27 | -13 | 4 | 24
63 | CCOC(=O)C(F)C(C)=O (centres undefined) | 56 | 92* | 99* | 97* | 92* | 94*
64 | C#CCC(O)c1ccc(OC)c(OCc2ccccc2)c1 (centres undefined) | 19 | -6 | 4 | 4 | -1 | -18

Five compounds from above, reduced to rad50:
| nr | Compound | rad50 |
| --- | --- | --- |
| 50 | CC(C)CC(NC=O)C(=O)O (centres undefined) | 11 |
| 51 | CC(=O)/C(=C\c1ccccc1F)C(=O)CCN(C)C | 8 |
| 52 | COC(=O)C1=CC2C(=O)OC1C1C(=O)NC(=O)C21 (centres undefined) | 29 |
| 53 | Nc1ccccc1Sc1ccc(C(F)(F)F)cc1[N+](=O)[O-] | 99* |
| 54 | O=C(O)c1ccc(Cc2ccccc2C(=O)O)cc1 | -20 |

Carrying on:
# | Structure | sgs1 mgt1 | rad50 | bub3 | cln2 rad14 | mlh1 rad18 | mec2-1
65 | O=c1[nH]cnc2c(C3OC(CO)C(O)C3O)[nH]nc12 (centres undefined) | -16 | -5 | -17 | 3 | 0 | -35
66 | O=C(OCCN=c1c2ccccc2ccc2ccccc12)c1ccccc1 | 65 | 42 | 71* | 30 | 16 | 31
67 | COc1ccc(C2CC(=O)NC(N)=N2)c(O)c1 (centres undefined) | -11 | -2 | 2 | -33 | -12 | -5
68 | Cc1cc(C)c(C#N)c(N)n1 | -14 | -1 | 8 | -18 | -15 | -13
69 | O=C(Nc1ccc(F)c([N+](=O)[O-])c1)N(Cc1ccccc1)c1ccccc1 | 2 | 8 | 27 | 6 | 17 | 1
70 | O=C(O)C1CC(Cl)C(Cl)CC1C(=O)O (centres undefined) | 1 | -3 | -19 | 0 | -5 | -27
71 | C/C(=C\C(N)=O)C(C)(C)C | 9 | 4 | 22 | 10 | -41 | -2
72 | O=C1OC2(CCCC2)OC1c1ccccc1 (centres undefined) | -10 | 15 | 13 | 72* | -6 | -18
73 | CC(O)(CCCCCl)c1nc2ccccc2s1 (centres undefined) | 25 | 21 | 12 | -1 | 17 | -8
74 | CCc1ccc(NS(=O)(=O)c2ccc(OC)cc2)cc1 | 80* | 38 | 43 | 26 | 76* | 63
75 | C[N+](C)(CCO)Cc1ccccc1 | 11 | -19 | 74* | -31 | 34 | 2
76 | Nc1ncc2c(n1)SCC2 | -8 | -10 | -18 | -20 | -20 | -6
77 | CCCN(CCC)CCCCCCCCN | -3 | 29 | -8 | 13 | 16 | -13
78 | C=C(C)C1CCC2(C)C1CCC1(C)C2CCC2C3(C)C4OC(OC4=O)C(C)(C)C3CCC21C (centres undefined) | 12 | -1 | 18 | 0 | -53 | -20
79 | Cc1ccc2c(O)c3c(cc2c1O)C(=O)c1ccccc1C3=O | 20 | 30 | -1 | 21 | 31 | 1
80 | O=C1CC[C@@]23CC(=O)O[C@@H]2CCCC3C1 (some centres undefined) | 18 | 11 | 14 | 48 | 28 | 9
81 | Cc1cc(N(CCC#N)CCC#N)ccc1/C=C(\NC(=O)/C=C/c1ccccc1)C(=O)Nc1ccccc1Cl | 42 | 32 | 1 | 10 | 15 | 14
82 | COC(=O)C1(CCCCCBr)CCCCCCCCCCC1=O (centres undefined) | 24 | -9 | -25 | 13 | -34 | -15
83 | CC(=O)NNc1nc(C)c(C(/C=C/c2ccc(Cl)cc2)=N/NC(=S)NN)s1 | 45 | 34 | 12 | 16 | 10 | 20
84 | C/C(=N/NC(=S)NNC(=S)N(C)c1ccccc1)c1nccc2ccccc12 | 86* | 86* | 77* | 79* | 80* | 87*
85 | O=c1[nH]c(=O)c2cc3cn[nH]c3cc2[nH]1 | -4 | -5 | -2 | -31 | -7 | 8
86 | O=c1c2ccccc2nc(-c2ccccc2)n1/N=C/c1ccco1 | 0 | -4 | -7 | 2 | -5 | 6
87 | OC1(c2ccccc2)c2ccccc2Oc2cc(Cl)ccc21 (centres undefined) | 3 | 9 | 2 | 10 | 46 | -1
88 | Fc1cccc(Cl)c1CSc1n[nH]c(C(F)(F)F)n1 | 10 | -5 | 11 | 3 | 2 | -24
89 | CCCCCCCCCOCC(O)COc1ccccc1[N+](=O)[O-] (centres undefined) | · | -9 | · | · | -6 | -16
90 | CCN(CC)CCOc1ccc(Cc2nc3c(c(=O)n(C)c(=O)n3C)n2CCN(CC)CC)cc1 | 24 | 23 | 3 | 15 | 21 | 3
91 | Cc1cc2nc(-c3cc4cc(Cl)cc(Cl)c4oc3=O)[nH]c2cc1C | 3 | 11 | 17 | -5 | 0 | 18
92 | CCOC(=O)c1c(N2CCCC2)ncn(C)c1=S | -13 | -3 | -14 | -28 | -10 | -6

Another view of 2 compounds above.
Results follow in this order: sgs1 mgt1 | rad50 | bub3 | cln2 rad14 | mlh1 rad18 | mec2-1
#36 CCCCCN(CCCCC)C1C(=O)c2ccccc2C1=O
  18 | 68 | 25 | 3 | 38 | 14
#12 C/C(=C\CNc1ncnc2c1ncn2C1CCCCO1)COP(=O)(O)O (centres undefined)
  20 | 20 | -5 | 22 | 28 | 6
